Apaf1 inhib: inhibitors of human Apaf-1 apoptosome, primary screen, biochemical, DEVD-Rh110 fluorescence, uHTS; reconstituted apoptosome caspase-3 activity; Apoptotic protease-activating factor 1 (Homo sapiens), O14727; actives 0.71% (n = 330,000); inhibition, % at 20 µM; AID 489030, 2010; active means inhibition of at least 40% at 20 µM;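 further: plate controls were DMSO wells for no effect and DEVD-CHO caspase inhibitor wells for full effect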
Target sequence (O14727 whole entry, looked up): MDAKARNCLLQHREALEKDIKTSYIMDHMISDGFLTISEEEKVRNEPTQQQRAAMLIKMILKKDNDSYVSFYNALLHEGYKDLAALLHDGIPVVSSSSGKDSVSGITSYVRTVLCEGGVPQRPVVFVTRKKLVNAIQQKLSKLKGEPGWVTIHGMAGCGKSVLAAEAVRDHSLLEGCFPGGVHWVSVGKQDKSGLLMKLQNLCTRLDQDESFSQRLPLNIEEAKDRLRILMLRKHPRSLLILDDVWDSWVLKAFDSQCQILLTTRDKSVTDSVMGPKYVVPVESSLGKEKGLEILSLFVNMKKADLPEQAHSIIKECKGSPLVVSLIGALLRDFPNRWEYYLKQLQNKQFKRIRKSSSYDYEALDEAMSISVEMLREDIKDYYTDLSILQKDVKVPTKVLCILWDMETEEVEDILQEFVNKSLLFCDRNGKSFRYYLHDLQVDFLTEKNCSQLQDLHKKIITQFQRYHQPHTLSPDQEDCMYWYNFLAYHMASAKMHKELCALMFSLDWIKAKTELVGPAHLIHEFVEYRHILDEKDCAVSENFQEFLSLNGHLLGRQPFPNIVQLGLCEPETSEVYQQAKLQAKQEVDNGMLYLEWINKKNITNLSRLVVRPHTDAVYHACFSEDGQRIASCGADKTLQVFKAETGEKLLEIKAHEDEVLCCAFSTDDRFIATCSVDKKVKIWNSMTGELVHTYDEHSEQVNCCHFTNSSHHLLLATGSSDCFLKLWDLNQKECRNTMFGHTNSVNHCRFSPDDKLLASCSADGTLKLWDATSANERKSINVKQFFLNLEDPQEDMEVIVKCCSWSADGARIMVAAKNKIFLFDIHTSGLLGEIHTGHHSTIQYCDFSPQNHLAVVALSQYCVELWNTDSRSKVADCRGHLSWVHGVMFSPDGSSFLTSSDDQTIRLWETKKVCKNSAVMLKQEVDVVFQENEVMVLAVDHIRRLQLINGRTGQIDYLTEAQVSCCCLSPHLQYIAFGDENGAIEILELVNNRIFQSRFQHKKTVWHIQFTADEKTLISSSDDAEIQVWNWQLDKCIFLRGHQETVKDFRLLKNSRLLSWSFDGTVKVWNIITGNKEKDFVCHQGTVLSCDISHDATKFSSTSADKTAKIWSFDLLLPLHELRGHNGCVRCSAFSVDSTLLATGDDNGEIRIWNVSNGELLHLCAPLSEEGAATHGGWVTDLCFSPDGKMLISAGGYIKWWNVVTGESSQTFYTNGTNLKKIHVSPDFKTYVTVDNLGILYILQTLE
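Material: biochemical Apaf-1 apoptosome reconstitution. Medium: Hepes buffer, pH 7.5. Also added: cytochrome c activation, bis-DEVD rhodamine 110 substrate. Timing: 30 min compound preincubation, 50 min activation, room temperature. Measured by: rhodamine 110 fluorescence at Ex 480/Em 540 nm.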
Gli-Sufu block: Gli-Sufu pathway antagonists, primary screen, luciferase luminescence, Sufu-KO-LIGHT cells, uHTS | Sufu-KO-LIGHT fibroblasts, Gli luciferase reporter luminescence | inhibition, % at 5 µM | actives 0.74% (n = 340,000) | AID 588413, 2011;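 active means inhibition above about 55%, limit read from the data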;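 further: 0% = DMSO-treated cells and 100% = wells with medium but no cells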
SENP7 inh: SENP7 protease inhibitors, primary screen, biochemical, luminescence, uHTS | Sentrin-specific protease 7 (Homo sapiens), Q9BQF6 | recombinant SENP7, Z-RLRGG-aminoluciferin luminescence, 40 min | inhibition, % at 5 µM | actives 1.5% (n = 330,000) | AID 434973, 2010;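 active means inhibition above about 50% at the single test dose, limit read from the data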;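 further: plate controls were DMSO with enzyme for no effect and no enzyme buffer wells for full effect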
UBC13 polyUb: UBC13 polyubiquitin chain formation inhibitors, primary screen, biochemical, TR-FRET, uHTS; Ubiquitin-conjugating enzyme E2 N (Homo sapiens), P61088; actives 0.47% (n = 330,000); inhibition, % at 20 µM; in the data active means inhibition above about 45%, passing the limit was not always enough; inconclusive means no clear call, values can overlap the other calls
697 NFkB inh: inhibitors of PMA/ionomycin-induced NF-kB reporter, 697 cells, primary screen, B-cell NF-kB inhibitor project, cell-based, luminescence, uHTS | 697 B-cell NF-kB luciferase reporter, 16 h | inhibition, % at 4 µM | actives 0.33% (n = 330,000) | AID 435022, 2010; in the data active means inhibition above about 35%
SENP8 block: SENP8 protease inhibitors, primary screen, biochemical, luminescence; Sentrin-specific protease 8 (Homo sapiens), Q96LD8; purified SENP8, Z-RLRGG-aminoluciferin cleavage; inhibition, % at 10 µM; actives 1.2% (n = 330,000); AID 2540, 2010
Jurkat NFkB inh: inhibitors of induced NF-kB luciferase reporter, primary screen, TCR NF-kB activation inhibitor project, cell-based, luminescence, uHTS | Jurkat, PMA/ionomycin-induced NF-kB luciferase reporter | actives 0.53% (n = 330,000) | inhibition, % at 4 µM | AID 435003, 2010
HKDC1 inhibitor: HKDC1 hexokinase inhibitors, primary screen, biochemical, fluorescence, uHTS; Q2TB90; recombinant HKDC1, G6PDH/diaphorase resazurin coupled fluorescence; inhibition, % at 20 µM; actives 0.16% (n = 340,000);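 active means inhibition above about 35% when tested at 20 µM, limit read from the data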;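 further: plate controls were DMSO wells with enzyme for no effect and DMSO wells lacking enzyme for full effect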
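Assay system – recombinant HKDC1 (HK5) hexokinase enzyme, produced in-house · Input – HKDC1 at 5 µg/mL · Reagent – glucose plus 1 mM ATP as hexokinase substrates · Timing – 90 min reaction incubation at room temperature, dark · Measured by – G6PDH/diaphorase-coupled fluorescence, 1 mM NADP, 100 µM resazurin, 525/613 nm · Benchmarks – DMSO-enzyme wells negative, buffer-substituted wells positive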
* = called active by the depositor; i = inactive; ? = inconclusive; . = not tested or not shown. Unless noted, no stated cut-off is given here; in the data, active means inhibition above about 50%; inactive means the rest.

SMILES	Apaf1 inhib	Gli-Sufu block	SENP7 inh	UBC13 polyUb	697 NFkB inh	SENP8 block	Jurkat NFkB inh	HKDC1 inhibitor
COc1ccc(N2CCN(CCCNC(=O)Nc3ccccc3)CC2)cc1	8.2	1.5	-10.2	-1.8	-6.6	-1.0	-9.0	-4.0
Cc1oc2cc(OCC(=O)O)ccc2c(=O)c1Oc1ccccc1	-99.8	6.9	-13.5	?	-14.1	-5.4	-18.0	-7.4
CS(=O)(=O)c1cnc2c(-c3ccsc3)cnn2c1N	-12.0	-15.8	4.4	-7.3	-106.1	-8.1	-95.3	0.5
O=C1CC(N2CCN(c3cccc(C(F)(F)F)c3)CC2)C(=O)N1c1ccccc1F (configuration not stated)	12.6	-4.8	2.1	5.5	3.9	-0.4	-1.6	-1.2
CCCN1C(=O)C(=O)c2cc(C)ccc21	3.7	-12.8	1.7	-11.2	18.2	-3.7	1.0	-2.9
Cc1nnc(SCC(=O)N(CC(C)C)c2c(N)n(CC(C)C)c(=O)[nH]c2=O)n1-c1ccccc1	-10.9	-4.2	2.1	2.4	3.3	-3.1	9.5	2.8
Fc1ccc(N2CCN(/C=C/c3nnnn3-c3ccccc3)CC2)cc1	21.0	2.4	0.8	-1.3	-35.0	-6.0	-11.4	-8.2
COc1ccccc1N(CC(=O)N1CCCC1)S(=O)(=O)c1ccc(C)cc1	-0.1	4.5	-9.8	5.9	6.9	3.8	2.9	-6.9
COc1ccc(C(C(=O)NC2CCCCC2)N(C(=O)c2ccco2)c2ccc(-n3cnnn3)c(C)c2)cc1 (configuration not stated)	13.5	-2.4	-2.5	-5.3	-9.2	-0.4	-0.9	-7.6
Cc1ccc2nc(Nc3ccc4[nH]c(=O)[nH]c4c3)c(-n3nc(C)cc3C)nc2c1	13.0	-35.4	6.2	2.8	-69.8	-2.5	-21.2	0.9
Cc1ccccc1N1CCN(C2CCCN(C(=O)c3cc[n+]([O-])cc3)C2)CC1 (configuration not stated)	-0.1	3.9	2.3	-3.7	-10.1	1.4	7.8	-5.3
COC(=O)c1c(NC(=S)Nc2ccc(F)cc2[N+](=O)[O-])sc2c1CCCCC2	4.7	5.4	2.2	-17.1	-0.5	0.9	-2.8	0.7
OC(CNCCc1ccc(Cl)cc1)COc1cc(Cl)ccc1Cl (configuration not stated)	24.7	1.9	3.7	6.9	-0.9	-8.6	-11.7	3.2
COc1ccccc1NS(=O)(=O)c1cc(NC(=O)CNC(=O)c2cc(C)cc(C)c2)ccc1C	13.8	10.2	-2.4	-12.4	-18.7	-9.6	-4.0	-1.2
CC1(C)CC(=O)C(C=NCCN2CCN(CCc3ccccc3)CC2)=C(O)C1	-12.8	5.0	3.1	-5.3	23.7	6.5	-5.0	-12.8
COc1cccc(NC(=S)N2CCN(Cc3ccccc3)CC2)c1	0.7	1.0	1.1	1.4	-18.2	-11.2	6.5	-6.8
CS(=O)(=O)N(CC(=O)Nc1ccccc1)Cc1ccc(Cl)cc1	1.2	-0.5	-8.2	2.2	5.1	-10.6	2.7	-7.5
CCN(Cc1ccccc1)S(=O)(=O)c1c(C(=O)N2CCCC2)c(C)n(C)c1C	-10.7	1.3	-0.1	-5.4	15.1	8.0	8.6	-3.3
COc1cc(NC(=O)c2ccc(COc3ccccc3Br)o2)cc(OC)c1OC	11.7	-11.4	6.7	1.2	-3.1	-83.4	-3.7	-3.2
N/C(=N\OC(=O)CCCN1C(=O)c2ccccc2C1=O)c1ccc(Br)cc1	18.8	10.6	-0.9	0.0	4.2	6.4	9.5	-1.9
OCCCn1c(C2CCCN2c2nc(-c3ccc(Cl)cc3)cs2)nc2cc(Cl)c(Cl)cc21 (configuration not stated)	8.5	9.5	0.2	-10.2	21.0	1.7	3.6	3.8
CC1CCCC(C)N1C(=O)COC(=O)CCC(=O)c1cccs1 (configuration not stated)	-1.4	2.8	-2.3	3.3	11.5	-6.1	2.5	-2.3
CC1CCC(NC(=O)CCNC(=O)c2ccccc2)CC1 (configuration not stated)	0.8	-6.0	4.6	3.7	12.9	-3.8	8.1	9.1
Cc1sc2nc(CN3CCOCC3)nc(N3CCN(S(=O)(=O)c4ccccc4)CC3)c2c1C	-0.4	14.4	4.2	7.2	21.2	3.2	-3.0	0.5
Cc1cc(Cl)ccc1OCC(=O)N[C@@H](Cc1ccccc1)c1nc2ccccc2[nH]1	7.3	9.2	-8.0	-15.8	1.2	-5.9	-20.7	5.1
CCCCCCCN1N=C(C)C(C(=O)c2ccccc2)C1=O (configuration not stated)	2.0	-19.7	-1.1	2.2	5.6	3.7	-9.6	-1.8
CCN1C(=O)[C@H]2[C@@H](c3ccc(-c4ccc(Cl)c(Cl)c4)cc3)N[C@@](C)(C(=O)OC)[C@H]2C1=O	24.9	9.0	4.6	12.2	-10.5	-29.4	1.6	3.3
CCOc1ccccc1N(CC(=O)NCc1ccccc1)C(=O)CCC(=O)Nc1cc(C)ccn1	19.7	1.4	3.5	-8.6	-7.6	-9.7	-27.2	10.5
COc1ccc2c(c1)C1CC(C)(NC(=O)C1C(=O)c1ccccc1)O2 (configuration not stated)	-2.3	-14.8	6.4	0.6	-2.4	0.0	-2.2	-1.4
O=C(Cn1cnc2c(nnn2Cc2ccc(F)cc2)c1=O)N1CCN(c2ccccc2)CC1	-0.4	-21.9	-8.1	-0.7	11.4	-14.1	9.9	-4.1
CSCCC(C)N1CCC(Oc2ccc(C(=O)N3CCCC3)cc2)CC1 (configuration not stated)	1.7	31.7	-5.9	-12.0	4.2	8.4	5.8	-4.4
Cn1cnnc1SCC(=O)NN(c1ccccc1)c1ccccc1	2.1	.	-2.7	3.8	0.1	-1.0	-5.1	4.7
Cc1nc2ccccc2c(=O)n1Cc1ccco1	-25.3	-4.8	4.0	18.2	13.1	3.6	16.0	-2.6
NCc1oc(-c2ccccc2)cc1C(=O)O	-5.9	-2.6	3.0	4.4	7.8	7.5	-12.0	-2.2
O=C(NCCCN1CCOCC1)c1sc2cc(Cl)ccc2c1Cl	6.5	-3.9	-5.3	-4.2	-20.2	-3.6	-17.3	-1.7
COC(=O)c1ccc(NC(=S)NCCC2=CCCCC2)cc1	3.5	14.2	-13.7	-3.6	-51.4	-2.0	-7.5	15.6
COc1ccccc1Nc1nc(N)nc(CN(C)C2CCCCC2)n1	-0.3	5.8	9.5	5.5	1.1	4.0	9.1	-3.7
COC(=O)Cc1ccc(NC(=S)NCc2cccc(OC)c2)cc1	9.9	2.1	-4.2	2.6	-10.3	-6.9	8.0	-2.7
O=C(O)C1(P(=O)(c2ccc(Cl)cc2)c2ccc(Cl)cc2)CC1	-8.2	-3.5	0.2	0.5	24.3	7.8	16.7	-9.9
Cc1ccc(-c2cc(C(=O)N/N=C/C=C/c3ccccc3)n[nH]2)s1	14.1	-12.0	4.7	-27.6	-11.4	-8.1	-2.0	-5.9

Entries shown so far with bromine (2):
SMILES	Apaf1 inhib	Gli-Sufu block	SENP7 inh	UBC13 polyUb	697 NFkB inh	SENP8 block	Jurkat NFkB inh	HKDC1 inhibitor
COc1cc(NC(=O)c2ccc(COc3ccccc3Br)o2)cc(OC)c1OC	11.7	-11.4	6.7	1.2	-3.1	-83.4	-3.7	-3.2
N/C(=N\OC(=O)CCCN1C(=O)c2ccccc2C1=O)c1ccc(Br)cc1	18.8	10.6	-0.9	0.0	4.2	6.4	9.5	-1.9

New compounds follow:
SMILES	Apaf1 inhib	Gli-Sufu block	SENP7 inh	UBC13 polyUb	697 NFkB inh	SENP8 block	Jurkat NFkB inh	HKDC1 inhibitor
COc1ccc(NC(=O)c2ccccn2)cc1S(=O)(=O)N1CCOCC1	7.3	3.7	-4.4	-3.6	9.1	-5.9	9.3	1.8
COc1cc2c(cc1NC(=O)C(C)N1CCN(S(=O)(=O)c3ccc(C)c(C)c3)CC1)oc1ccccc12 (configuration not stated)	i	7.2	13.7	-12.3	-12.0	2.3	-19.5	-6.8
CC1=CC(C)(C)N(C(=O)CSc2ncn[nH]2)c2ccccc21	5.3	1.9	-1.8	7.7	28.7	6.5	-2.3	-1.8
CCCCCC1CC(=O)N(Cc2ccc(Cl)cc2)C(=O)N1 (configuration not stated)	-0.3	9.2	1.7	0.9	5.9	-0.2	18.1	0.5
Cc1cc(N=Nc2ccc3ccccc3c2)ccc1O	4.6	-65.7	97.5*	2.1	-271.2	95.5*	-65.4	-2.9
O=C1Nc2ccccc2C12OCCCCO2	7.7	4.6	5.9	-6.5	-9.3	-2.7	-17.8	3.6
O=C(CCCCCn1c(=O)[nH]c2ccsc2c1=O)N1CCCCC1	1.8	-2.7	-3.9	-11.2	-10.3	-10.1	-1.4	-3.9
O=C(NCCCN1CCOCC1)C(=O)NCc1ccccc1Cl	2.4	-5.6	-8.9	-4.5	3.0	-3.7	-0.9	-1.4
O=C1CC(NS(=O)(=O)c2ccc([N+](=O)[O-])cc2)CN1c1ccc2c(c1)OCCO2 (configuration not stated)	9.1	3.2	11.8	0.2	23.7	-1.3	-11.2	-3.2
CC1(C)CC(=O)C2=C(C1)N(c1ccc(F)cc1)C(N)=C(C#N)C2c1cccs1 (configuration not stated)	-1.5	3.3	7.8	1.3	11.5	9.2	16.8	-4.4
O=[N+]([O-])c1[nH]cnc1/C=C/c1ccccc1	-6.8	-3.1	0.3	-18.7	-2.2	11.4	2.9	-2.2
CCOc1ccc(NC(=O)Cn2nnc(C(=O)NCc3ccc(OC)cc3)c2N)cc1	-18.1	-12.1	2.8	0.4	-10.5	3.6	-1.0	-2.6
Cc1nn(Cc2ccccc2)c(Cl)c1C(=O)NCCc1ccccc1	-0.1	-51.4	2.8	5.8	-105.5	-13.7	-40.7	-2.9
CCS(=O)(=O)N1CCN(S(=O)(=O)c2ccc(Cl)s2)CC1	6.7	17.6	-4.7	-5.6	-3.1	-12.6	-6.9	1.5
Nc1nc(NCCO)nc(NCc2ccccc2)c1[N+](=O)[O-]	0.2	0.8	0.6	0.6	8.1	0.6	-3.2	-2.5
NS(=O)(=O)c1ccc(NC(=S)NC(=O)/C=C/c2ccco2)cc1	1.6	2.0	4.7	-1.7	5.8	-8.4	-1.0	7.5
O=[N+]([O-])c1ccc(Sc2n[nH]c(-c3ccncc3)n2)nc1	7.3	1.3	-5.0	-18.5	-27.1	-5.7	-1.9	-0.7
CCNc1nc(OC)nc(SCC(N)=O)n1	-5.5	-2.6	-3.7	1.9	2.2	-2.2	19.5	-3.1
CC(C)CCN1CCNC(=O)C1CC(=O)Nc1ccc(F)cc1 (configuration not stated)	4.7	-1.5	-8.7	-10.6	9.8	-10.3	-3.7	1.9
COc1ccc(NC(=S)N2CCC(C(=O)c3ccc(C)cc3)CC2)cc1	-102.6	23.9	4.2	0.3	-3.3	10.1	0.6	2.0

Looked up one by one from the list above:
SMILES	Apaf1 inhib	Gli-Sufu block	SENP7 inh	UBC13 polyUb	697 NFkB inh	SENP8 block	Jurkat NFkB inh	HKDC1 inhibitor
O=C1CC(NS(=O)(=O)c2ccc([N+](=O)[O-])cc2)CN1c1ccc2c(c1)OCCO2 (configuration not stated)	9.1	3.2	11.8	0.2	23.7	-1.3	-11.2	-3.2
CC1=CC(C)(C)N(C(=O)CSc2ncn[nH]2)c2ccccc21	5.3	1.9	-1.8	7.7	28.7	6.5	-2.3	-1.8
CCNc1nc(OC)nc(SCC(N)=O)n1	-5.5	-2.6	-3.7	1.9	2.2	-2.2	19.5	-3.1
